# From PubChem
# 3CLpro inhibitor = SARS-CoV 3CLpro protease inhibitors, primary screen, biochemical, quenched FRET; Replicase polyprotein 1ab (Severe acute respiratory syndrome coronavirus), P0C6X7; recombinant SARS-CoV 3CLpro, quenched FRET peptide cleavage; inhibition, % at 6 µM; hit rate 0.14% among 290,000; AID 1706, 2009; in the data active = inhibition above about 12%
# PrPC TRFRET = inhibitors of human cell surface prion protein PrPC, primary screen, cell-based, TR-FRET; TR-FRET read-out; hit rate 0.43% among 370,000; inhibition, % at 13.8 µM; in the data active = inhibition above about 24%; note: 0% = median of the test wells and 100% = reference compound wells
# PriA SSB inh = inhibitors of Klebsiella pneumoniae PriA binding to SSB C-terminal tail, primary screen, biochemical, AlphaScreen; hit rate 0.6% among 430,000; AlphaScreen SSBct-PriA binding, biotinylated peptide; AID 1272365, 2023; inhibition, % at 33 µM; in the data active = inhibition mostly above about 37%, no sharp cut-off; inactive = mostly below about 20%;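 note: plate controls were negative control peptide for no effect and reference peptide for full effect; strong numbers were not always called active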
# CCHFV vOTU inh = CCHFV vOTU protease inhibitors, primary screen, biochemical, Pep-AMC substrate, fluorescence; Crimean-Congo hemorrhagic fever virus L polyprotein viral ovarian tumor (vOTU) protease …; inhibition, % at 11.5 µM; hit rate 0.55% among 370,000; AID 651958, 2012; in the data active = inhibition above about 30%; note: 0% = vehicle wells with enzyme and 100% = no enzyme wells
# MazF activator = activators of E. coli MazEF toxin-antitoxin RNase, primary screen, biochemical, fluorescence, uHTS; Endoribonuclease toxin MazF (Escherichia coli (strain K12)), P0AE70; AID 504720, 2011; activation, % at 20 µM; FAM/BHQ RNA-DNA oligo cleavage fluorescence, 5 h; hit rate 0.32% among 350,000; in the data active = activation above about 50%
# BoNT-F LC inh = BoNT/F light chain protease inhibitors, primary screen, biochemical, flow cytometry, MLPCN library; Multiplex microsphere protease cleavage assay; Botulinum neurotoxin type F light chain protease (Clostridium botulinum); inhibition, % at 10 µM; hit rate 0.22% among 360,000; AID 588497, 2011; in the data active = inhibition above about 35%, passing the limit was not always enough; inconclusive = no clear call, values can overlap the other calls; note: plate controls were buffer without enzyme for full effect and enzyme alone for no effect
# Rv3671c protease = Rv3671c serine protease inhibitors, primary screen, biochemical, fluorescence polarization, M. tuberculosis H37Rv; hit rate 0.048% among 320,000; AID 2606, 2010; P9WHR9; inhibition, % at 5.96 µM; in the data active = inhibition above about 38%;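 note: extracellular domain of Rv3671c used as enzyme; 0% = enzyme with DMSO and 100% = no enzyme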
# BoNT-A LC inh2 = BoNT/A light chain protease inhibitors, primary screen, biochemical, flow cytometry, MLPCN library; hit rate 0.17% among 360,000; AID 588499, 2011; Botulinum neurotoxin type A light chain protease (Clostridium botulinum A str. ATCC 3502); inhibition, % at 10 µM; multiplex microsphere protease substrate cleavage; note: plate controls were buffer without enzyme for full effect and enzyme alone for no effect
# Anthrax LF inh2 = Bacillus anthracis LF protease inhibitors, primary screen, biochemical, multiplex microsphere, MLPCN library | AID 588501, 2011 | inhibition, % at 10 µM | multiplex microsphere protease cleavage assay | hit rate 0.12% among 360,000; note: plate controls were buffer without enzyme for full effect and enzyme alone for no effect
# Target sequence (P15917 whole entry, looked up): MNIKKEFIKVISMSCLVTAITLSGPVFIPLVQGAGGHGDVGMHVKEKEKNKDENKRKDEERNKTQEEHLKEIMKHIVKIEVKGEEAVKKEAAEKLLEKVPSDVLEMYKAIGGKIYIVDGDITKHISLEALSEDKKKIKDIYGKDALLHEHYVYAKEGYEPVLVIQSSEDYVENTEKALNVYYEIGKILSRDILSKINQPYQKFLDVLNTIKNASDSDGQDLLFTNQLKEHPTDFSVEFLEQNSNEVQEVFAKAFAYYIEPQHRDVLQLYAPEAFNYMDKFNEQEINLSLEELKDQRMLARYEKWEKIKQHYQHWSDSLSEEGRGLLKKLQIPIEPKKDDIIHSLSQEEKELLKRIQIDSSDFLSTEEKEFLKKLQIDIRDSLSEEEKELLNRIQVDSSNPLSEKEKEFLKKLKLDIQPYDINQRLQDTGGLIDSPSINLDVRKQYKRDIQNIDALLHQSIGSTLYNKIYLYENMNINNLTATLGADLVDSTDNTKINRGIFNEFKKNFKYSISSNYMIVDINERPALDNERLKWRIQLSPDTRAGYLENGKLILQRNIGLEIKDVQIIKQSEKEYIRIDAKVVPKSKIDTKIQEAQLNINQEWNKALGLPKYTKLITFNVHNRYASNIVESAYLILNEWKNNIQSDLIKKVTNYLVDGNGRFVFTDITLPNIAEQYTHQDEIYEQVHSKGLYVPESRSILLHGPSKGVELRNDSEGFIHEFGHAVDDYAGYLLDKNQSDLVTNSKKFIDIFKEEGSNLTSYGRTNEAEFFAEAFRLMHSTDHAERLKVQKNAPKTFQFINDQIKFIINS
# VHR inh abs = VHR1 phosphatase inhibitors, primary screen, biochemical, absorbance, uHTS; Dual specificity protein phosphatase 3 (Homo sapiens), P51452; recombinant VHR phosphatase, pNPP absorbance; inhibition, % at 13.3 µM; hit rate 0.52% among 290,000; AID 1654, 2009; in the data active = inhibition above about 50%; note: some compounds called inactive have numbers as strong as hits
# Target sequence (P51452 whole entry, looked up): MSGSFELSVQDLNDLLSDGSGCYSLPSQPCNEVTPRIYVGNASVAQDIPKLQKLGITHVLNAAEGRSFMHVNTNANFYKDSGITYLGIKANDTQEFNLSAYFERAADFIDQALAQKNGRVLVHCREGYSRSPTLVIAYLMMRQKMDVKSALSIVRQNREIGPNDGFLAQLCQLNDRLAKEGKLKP
# An asterisk follows results filed as active; ? = inconclusive; . = no result given; & = joins results of further samples. Cut-off read from the data, not from the text of the source, unless noted: active = inhibition above about 30%; inconclusive = no clear call, values can overlap the other calls; inactive = below that. This is a subset; rates above refer to the full screens.
canonical_smiles	3CLpro inhibitor	PrPC TRFRET	PriA SSB inh	CCHFV vOTU inh	MazF activator	BoNT-F LC inh	Rv3671c protease	BoNT-A LC inh2	Anthrax LF inh2	VHR inh abs
COc1ccccc1NC(=O)CCC(=O)Nc1ccccc1OC	-6	8	-3	-10	6	4	-7	0.8	2	4
CCc1cccc(C)c1NC(=O)C1CCCN(S(C)(=O)=O)C1 (configuration not stated)	-2	-6	13	0	9	?	0	-2.5	-5	-1
CCOC(=O)CCCCCC(=O)Nc1ccc2c(c1)CC(=O)N([C@@H](C)CO)C[C@H](C)[C@@H](CN(C)Cc1ccccc1)O2	.	6	-1	0	-1	4	0	0.2	-6	.
O=C(NC1CC2CCCC(C1)N2C(=S)Nc1ccccc1Cl)C1CC1 (configuration not stated)	-2	4	-2	1	9	-12	4	-2.3	7	2
COc1ccc(/C=C/C(=O)NCC(=O)N/N=C/c2cc(Br)ccc2OC)cc1	-3	-8	.	20	-3	-12	-6	-1.3	-2	36
COc1ccc(CN2CC(=O)N(c3ccc(C)cc3C)C2=S)cc1OC	2	3	-9	-3	-2	-10	9	0.2	-6	18
CC(C)(C)c1csc(N/N=C/c2ccc(O)cc2)n1	3	12	.	18	6	-21	6	0.8	-2	1
CC1(C)CC2(C)CC(=O)C1C(C(=O)O)C2C(=O)O (configuration not stated)	.	0	.	-11	6	-6	.	-0.1	-5	.
OCCN1C2CCC1CC(O)(c1ccc(F)cc1)C2 (configuration not stated)	1	-1	-4	5	8	-7	-2	-0.3	0	-4
CC(NS(=O)(=O)c1ccc(Cl)cc1)C(=O)OCC(=O)Nc1ccc(N(C)C)cc1 (configuration not stated)	.	-2	8	-3	1	7	.	0.8	-2	.
C=CCN1CCN(C(=O)c2ccc3c(c2)OCO3)CC1	0	0	-7	-1	-5	-3	3	0.4	4	0
N#Cc1ccc(C(=O)CN2CCN(c3ccccc3)CC2)cc1	1	-9	7	0	-2	-2	10	0.7	0	-29
Cc1ccccc1OP(N)(=O)Oc1ccccc1C	1	4	-1	11	2	-8	-5	-1.1	-1	24
Cc1nnc(SCC(=O)NNC(=O)COc2ccc(Cl)cc2)s1	1	-4	8	-10	9	2	-2	0.1	1	14
CC(C)Sc1snnc1-c1ccccc1	-2	3	-25	0	-2	3	5	-1.5	-1	5
CC(=O)Nc1nc(C2CC2)cc(-c2ccccc2)c1C#N	4	-3	-14	-6	4	-4	-7	0.6	-2	1
CC(C)c1nc2oc3c(NCc4ccccn4)ncnc3c2c2c1COC(C)(C)C2	.	1	-5	-4	17	0	1	-0.1	4	.
COc1ccc(CCNC(=O)CSc2cc(=O)[nH]c(N)n2)cc1OC	-9	-5	-2	5	2	-9	7	-0.2	-4	25
CCOC(=O)C1CCN(Cc2nc3ccc([N+](=O)[O-])cc3c(=O)n2-c2ccc(OC)cc2OC)CC1	4	-46	4	15	3	0	3	-0.2	-2	24
CC(C)C[C@@H]1CN(CCCC[C@H]2CNC(=O)C(=O)N2CCC2CCCCC2)C(=O)C(=O)N1Cc1ccccc1	.	-1	.	11	.	-5	.	-1.3	-5	.
Cc1cccc(N2CCN(C(c3ccccc3)c3nnnn3C(C)(C)C)CC2)c1C (configuration not stated)	0	2	-13	-12	0	-8	-8	-1.0	-3	0
COc1cccc(C(=O)N2C(C(=O)O)CSC2c2ccccc2Cl)c1 (configuration not stated)	2	-4	8	-2	-3	-3	-2	-0.3	0	4
O=C(NCC(c1ccco1)N1CCCCC1)c1ccc([N+](=O)[O-])s1 (configuration not stated)	.	-36	1	0	3	-19	4	-0.3	-1	.
COc1ccc(-c2n[nH]c(C)c2-c2cnn(-c3ccccc3)c2)c(O)c1	6	4	16	10	10	0	4	?	0	13
CCCNC(=O)C1(C)CCN(C(=O)c2cccc(C#N)c2)C1 (configuration not stated)	.	3	.	-4	.	-7	.	0.0	6	.

# More records
canonical_smiles	3CLpro inhibitor	PrPC TRFRET	PriA SSB inh	CCHFV vOTU inh	MazF activator	BoNT-F LC inh	Rv3671c protease	BoNT-A LC inh2	Anthrax LF inh2	VHR inh abs
COc1ccc2sc(-c3ccc(N(C)C)cc3)c(C#CCO)c2c1	.	7	25	-104	-23	-6	11	1.6	-3	.
Cc1c(C#N)c(O)[nH]c(=O)c1N=Nc1ccc(Br)cc1C(=O)O	8	-14	-1	2	-75	-3	-3	-1.4	0	6
CSc1nc(Cl)c(Cc2ccc(OCC(C)C)cc2)c(N2CCOCC2)n1	1	6	-15	12	-2	-4	-7	-0.2	-2	39
CCCCN1C(=O)NC(=O)C2(Cc3cc(C)ccc3N(C)C2)C1=O (configuration not stated)	-1	3	-8	12	-6	-2	11	0.2	-2	4
COc1ccc(NC(=S)Nc2cc(C)cc(C)n2)cc1OC	2	-9	9	-2	-10	-4	7	-1.8	-6	0
COC(=O)CN(C(=S)Nc1ccc(F)cc1)C1CC(=O)N(c2ccccc2)C1=O (configuration not stated)	-3	3	3	18	2	-5	-5	-0.1	-2	28
CCC(=O)N(CCC1(c2ccccc2OC)CCOC(C(C)C)C1)Cc1ccco1 (configuration not stated)	-2	4	-2	9	0	?	-3	2.4	8	17
CCN(CC)C(=O)[C@H]1CC(CC(=O)NCCN2CCOCC2)C(=O)N2CCc3c([nH]c4ccccc34)[C@]12C (some centres not stated)	.	3	-9	4	7	2	7	0.2	-5	.
O=C(O)CCC(=O)Nc1nc2nc(-c3ccccc3)cc(-c3ccccc3)n2n1	1	-7	-8	-23	1	-3	-9	0.6	-2	21
O=C(c1ccco1)N1CCN(C(c2coc3ccc(Cl)cc3c2=O)c2nnnn2C2CCCC2)CC1 (configuration not stated)	0	-4	-2	5	7	4	-14	0.0	0	.
COc1ccc(/C=C/C(=O)NCCC(=O)N2CCCN(C)CC2)cc1	2	-7	8	6	13	0	5	-0.4	-3	6
CCCCN1CC(COc2ccccc2)OC1=O (configuration not stated)	4	0	-7	-10	5	-1	0	-0.7	1	-8
COc1ccccc1/C=N/NC(=O)c1ccc(=O)n(C)c1	-9	-4	.	31*	-1	0	-14	-0.2	2	-5
Cn1ccnc1SCC(=O)Nc1ccc(SC(F)F)cc1	.	-2	12	-5	3	4	2	-0.1	-5	.
COc1ccc(S(=O)(=O)N2CCN(C(=O)CN3C(=O)NC(C)(C)C3=O)CC2)cc1	.	-1	0	-8	-3	-5	4	-0.2	-6	.
CCOC(=O)C(C#N)=C1CCC=C(C)C1	.	7	.	-18	2	-3	.	0.1	3	.
CCCSc1nnc(Cn2c(=O)sc3ccccc32)n1-c1ccccc1	-5	9	-18	-1	0	2	4	0.2	-4	9
Cc1cc(/N=C/C=C2\N(C)c3ccccc3C2(C)C)n(CCC#N)n1	-9	8	.	9	-4	-14	2	-0.9	-3	21
O=C(COc1ccc(S(=O)(=O)N2CCCC2)cc1Cl)N1CCN(c2ccccc2)CC1	-3	-2	17	1	-2	-6	-8	-0.3	-4	28
CC1CCCN(CCCNC(=O)CN2C(=O)CSc3ccc(S(=O)(=O)N4CCOCC4)cc32)C1 (configuration not stated)	-6	-10	-4	9	2	5	6	1.3	1	-6
CC(=O)c1ccc(N2CCN(S(=O)(=O)c3ccc4c(c3)CC(=O)N4)CC2)cc1	-4	1	-16	-4	-7	-16	-17	-0.2	-15	-6
C=CCNC(=O)c1onc(CSc2cccc(OCC)c2)c1C(=O)O	2	-1	-13	10	6	-6	-5	-0.2	-6	-12
CSc1nc(N)nc(SCC(=O)Nc2ccc(Cl)cc2)c1C#N	6	14	-14	-6	-7	-6	-74	0.4	-6	16
Cc1ccc(S(=O)(=O)N(C)c2ccc(C(=O)NCC(c3cccs3)N3CCOCC3)cc2)cc1 (configuration not stated)	1	0	-20	5	3	-8	5	-3.3	2	10
NC(=O)CC1Nc2cccc3cccc(c23)NC1=O (configuration not stated)	7	-9	15	17	3	-3	-4	-1.4	-3	27

# Next section
canonical_smiles	3CLpro inhibitor	PrPC TRFRET	PriA SSB inh	CCHFV vOTU inh	MazF activator	BoNT-F LC inh	Rv3671c protease	BoNT-A LC inh2	Anthrax LF inh2	VHR inh abs
O=C1NCCc2c1[nH]c1ccc([N+](=O)[O-])cc21	0	-22	-14	-4	5	0	6	0.2	-4	7
CCc1ccccc1N(CC(=O)N1CCCCC1)S(=O)(=O)c1ccccc1	-10	8	-12	10	2	-1	-4	0.6	-1	12
COc1cc2c(cc1OC)C(c1ccsc1)CC(=O)N2 (configuration not stated)	-4	-2	-6	2	3	-8	4	-0.1	-2	12
Cc1cccc(N(CC(=O)N2CCOCC2)S(C)(=O)=O)c1C	0	-4	2	-4	0	2	0	1.3	6	18
CCOC(=O)c1ccc([N+](=O)[O-])cc1NC(C)=O	3	-30	1	15	-4	-4	11	-0.9	-3	-4
COc1ccc(-c2nnc(SCc3nnc(-c4ccccc4)o3)n2C)cc1OC	-2	-2	-11	-7	4	-3	2	-0.4	-3	41
CCNC(=O)C1CC(=O)N(Cc2ccc(F)cc2)C(=Nc2ccc(OC)cc2)S1 (configuration not stated)	-1	2	2	-5	-4	-7	6	-1.3	0	38
COC(C[C@@H](O)CC(=O)[C@@H](C)OCc1ccccc1)OC	.	3	-10	5	0	-2	.	0.0	7	4
O=C1CSc2ccccc2N1Cc1ccc(F)cc1	0	4	-31&-13	2	-1	14	-12	5.6	-4	10
c1ccc(CCn2nnnc2C(c2cccnc2)N2CCOCC2)cc1 (configuration not stated)	5	-1	1	-10	0	7	-5	1.1	6	9
CCCN(CCC)C(=O)COc1cc(=O)n(CC)c2ccccc12	0	9	-3	-2	2	-7	2	0.0	2	12
COC(=O)CC1(C(=O)OC)Oc2ccc(Br)cc2C(=O)N1c1cc(Cl)cc(Cl)c1 (configuration not stated)	0	7	-16	7	5	-22	10	-1.4	-12	13
CSc1cc(-c2ccc(Cl)cc2)c(C(=O)NC(C)C)s1	4	-26	7	13	7	?	-5	1.3	-1	19
NC(=O)c1cccnc1OCC(F)(F)F	5	-5	-2	-13	1	.	-1	.	.	17
COc1cc(-c2nc3ccccn3c2/N=C/c2cccc(F)c2)ccc1O	1	1	.	-20	11	-5	-11	-0.9	-1	10
Cn1c(Cc2cccs2)nnc1SCC(=O)Nc1ccc(C(N)=O)cc1	.	10	-19	-5	1	7	4	4.2	-2	.
Cc1cc(=O)oc(C)c1C(=O)NCc1ccc(F)cc1	4	6	0	10	-6	-7	-3	-0.9	-1	6

# One compound at a time, from the list above. Values in the order: 3CLpro inhibitor | PrPC TRFRET | PriA SSB inh | CCHFV vOTU inh | MazF activator | BoNT-F LC inh | Rv3671c protease | BoNT-A LC inh2 | Anthrax LF inh2 | VHR inh abs
# Cn1c(Cc2cccs2)nnc1SCC(=O)Nc1ccc(C(N)=O)cc1 reads . | 10 | -19 | -5 | 1 | 7 | 4 | 4.2 | -2 | .
# COc1ccc(-c2nnc(SCc3nnc(-c4ccccc4)o3)n2C)cc1OC reads -2 | -2 | -11 | -7 | 4 | -3 | 2 | -0.4 | -3 | 41
